Source: PubChem
Growth percent in the NCI-60 one-dose screen (48 h, 10 µM unless noted): 100 = growth as untreated, 0 = no growth, -100 = all killed.
OVCAR-3 – OVCAR-3 ovarian cancer. 79,000 compounds, 7% hits. AID 1794787
OVCAR-8 – OVCAR-8 ovarian cancer. 81,000 compounds, 4.4% hits
U251 – U251 CNS tumor cells | 80,000 compounds, 5.4% hits
OVCAR-4 – OVCAR-4 ovarian cancer cells | 80,000 compounds, 3.7% hits
OVCAR-5 – OVCAR-5 ovarian cancer; 82,000 compounds, 2.9% hits; AID 1794783
PC-3 – PC-3 prostate cancer cells | 80,000 compounds, 3.9% hits
SK-OV-3 – SK-OV-3 ovarian cancer cells; 80,000 compounds, 3.2% hits
SF-268 – SF-268 CNS cancer cells; 82,000 compounds, 3.1% hits; AID 1794759
DU-145 – DU-145 prostate cancer | 81,000 compounds, 4.2% hits | AID 1794760
The depositor's hits bear a star; . = no result given; [ ] = another dose, or the depositor's remark. The calls were made as follows: active = growth percent below 10; inactive = the rest. Hits appear at their usual frequency. About 9.5% of those tested had a hit in this group.

SMILES	OVCAR-3	OVCAR-8	U251	OVCAR-4	OVCAR-5	PC-3	SK-OV-3	SF-268	DU-145
N#C/C(=C\c1cccc2ccccc12)C(=O)Nc1sc2c(c1C#N)CCCC2	.	100	96	97	104	102	96	95	100
Cc1cccc(C)c1/C=C1\CN(C(=O)OC(C)(C)C)C/C(=C\c2c(C)cccc2C)C1=O	110	94	99	106	99	86	90	100	108
O=C1N(Cc2cccc(C(F)(F)F)c2)c2ccccc2S(=O)(=O)N1c1cccnc1Cl	114	99	94	102	93	97	126	107	103
O=C1CCC(C(=O)NNc2ccc(Br)cc2Br)N1 (stereo not given)	104	99	95	95	96	81	83	88	109
CCOC(=O)/C=C1\NN(c2ccc(S(N)(=O)=O)cc2)C(=O)c2ccccc21	113	103	104	104	100	104	.	94	110
N#C/C(=C/NC(=S)Nc1ccc(Cl)c(Cl)c1)C(N)=O	88	95	102	63	101	92	95	96	.
CCN(CC)CCCC(C)Nc1cnc(C(=O)Nc2cc(C)cc3cccnc23)cn1 (stereo not given)	20	87	78	59	98	83	104	66	81
CC(=O)OCC(=O)[C@@]1(O)CCC2C3CCC4=CC(=O)C=C[C@]4(C)[C@@]3(Cl)[C@@H](Cl)C[C@@]21C (stereo not given in full)	107	88	83	90	107	94	77	94	.
C[C@H](C#Cc1ccc(Cc2ccc(F)cc2)s1)N(O)C(N)=O	98	101	87	82	89	75	101	91	97
COc1ccc2c(c1)oc1c(C)c3c(c(C)c12)C(=O)N(CCOS(C)(=O)=O)C3=O	118	103	108	100	92	96	120	92	106
Cc1ccc(S(=O)(=O)Nc2c(C)cccc2C)cc1	105	96	95	102	100	87	92	103	109
Cc1c(NC(=O)CSc2nc3sc4c(c3c(=O)n2-c2ccc(Cl)cc2)CCCC4)c(=O)n(-c2ccccc2)n1C	100	97	104	92	100	94	94	80	89
COc1ccc(/C=C2/SC(=O)N(CCCC(=O)N3CCN(c4cc5c(cc4F)c(=O)c(C(=O)O)cn5C4CC4)CC3)C2=O)cc1OC	107	97	102	104	91	103	.	102	105
[O-][n+]1ccccc1CCN(O)CCc1cccc[n+]1[O-]	106	101	105	107	98	92	101	101	111
Cn1c(=O)c2c(nc(C#N)n2C)n(C)c1=O	118	103	97	.	98	99	109	113	112
CCCCNc1ccc2c3c1cccc3c(=O)n1c3ccccc3nc21	95	106	.	86	110	86	96	101	99
C=C1CC[C@@]2(C#N)[C@H]3[C@H](CC[C@@H]2C)[C@@H](C)C[C@@H](CC(C)(C)C#N)[C@H]13	51	49	46	38	48	23	46	47	45
CCOC(=O)C(C(=O)OCC)C(=O)c1cccc2ccc3ccccc3c12	118	105	94	126	89	90	106	113	114
C=CC(=O)OCC1CCCO1 (stereo not given)	110	96	94	106	101	80	83	103	107
COc1ccc(C2CC(=O)Nc3c(-c4cccc(F)c4)nsc32)cc1 (stereo not given)	107	97	101	103	92	87	108	97	106
O=c1[nH]c(SCc2ccccc2)nc2nc(Nc3ccc(NC(=S)Nc4ccccc4)cc3)nc(-c3ccc(O)cc3O)c12	81	108	85	100	88	83	91	93	112
C=CCNC(=O)CC(C)(C)C	110	110	103	103	112	90	102	106	111
NC(=O)C(=O)Nc1cccc(-c2ccc(S(=O)(=O)Nc3ccc4c(c3)N(C(=O)C3CC3)CCC4)cc2)c1	76	81	77	.	78	60	66	83	90
CC(C)Cc1ccc(C(C)C(=O)Nc2ccc(-c3cc(=S)ss3)cc2)cc1 (stereo not given)	95	87	84	.	109	76	89	86	105
O=C(O)c1cc(Cl)ccc1NS(=O)(=O)c1ccccc1	116	100	97	102	99	90	107	108	113

Random excerpt: 3 compounds from above
SMILES	OVCAR-3	OVCAR-8	U251	OVCAR-4	OVCAR-5	PC-3	SK-OV-3	SF-268	DU-145
COc1ccc2c(c1)oc1c(C)c3c(c(C)c12)C(=O)N(CCOS(C)(=O)=O)C3=O	118	103	108	100	92	96	120	92	106
Cn1c(=O)c2c(nc(C#N)n2C)n(C)c1=O	118	103	97	.	98	99	109	113	112
C=CCNC(=O)CC(C)(C)C	110	110	103	103	112	90	102	106	111

Other results:
SMILES	OVCAR-3	OVCAR-8	U251	OVCAR-4	OVCAR-5	PC-3	SK-OV-3	SF-268	DU-145
CCNC(=S)NNC(=O)CN1CCN(c2cc3c(cc2F)c(=O)c(C(=O)O)cn3C2CC2)CC1	109	112	111	102	104	100	103	101	108
FC(F)(F)c1cccc([Si](F)(c2cccc(C(F)(F)F)c2)c2cccc(C(F)(F)F)c2)c1	68	92	72	66	91	24	99	84	94
CCCCCCN=Cc1c(O)c(O)c(C(C)C)c2cc(C)c(-c3c(C)cc4c(C(C)C)c(O)c(O)c(C=NCCCCCC)c4c3O)c(O)c12	94	102	98	103	111	92	103	99	105
Nc1nc2c(ncn2[C@H]2O[C@@H](CO)[C@H](O)[C@@H]2O)c(=O)[nH]1	105	104	104	107	112	107	.	106	104
O=C(CSc1nnc2n1N=C(c1ccccc1)CS2)c1ccc(F)cc1	115	101	95	114	92	102	106	92	99
CCOc1ccc(C(=O)NC(=S)Nc2ccc(S(N)(=O)=O)cc2)cc1	98[100 µM]	89[100 µM]	97[100 µM]	85[100 µM]	103[100 µM]	92[100 µM]	102[100 µM]	102[100 µM]	105[100 µM]
C=C(C)[C@@H]1CC[C@]2(C(=O)NCCNCCNC(=O)OC(C)(C)C)CC[C@]3(C)[C@H](CC[C@@H]4[C@@]5(C)CCC(=O)C(C)(C)[C@@H]5CC[C@]43C)[C@@H]12	32[100 µM]	44[100 µM]	28[100 µM]	.	60[100 µM]	19[100 µM]	50[100 µM]	50[100 µM]	53[100 µM]
O=C(Nc1ccc(Cl)cc1)c1ccccc1Cl	124	107	104	84	111	86	107	111	108
O=[N+]([O-])c1ccccc1SNc1ccccc1	101	98	85	118	101	87	103	87	100
Clc1ccc(-c2cnc(Cl)nc2NC2CCCCCC2)c(Cl)n1	98	97	.	92	99	73	92	90	102
C=CCc1cn(C2CC(O)C(CO)O2)c(=O)[nH]c1=O (stereo not given)	104	109	102	107	105	124	111	92	114
NC(=S)N/N=C/c1ccc(Cl)s1	105	106	101	109	111	101	109	102	106
Cc1cc(Cl)cc2c1S/C(=C1\Sc3c(C)cc(Cl)cc3C1=O)C2=O	130	92	97	106	100	91	102	120	122
CC(=O)Nc1ccc2c(c1)Cc1ccc(Cl)cc1-2	100	89	85	.	110	89	109	85	111
Cc1ccc(S(=O)(=O)OCCN(CCOS(=O)(=O)c2ccc(C)cc2)c2c[nH]c(=O)[nH]c2=O)cc1	120	103	95	98	102	95	100	108	124
COc1ccc(CC(C)=C(c2ccc(OCCN3CCCCC3)cc2)c2ccc(OCCN3CCCCC3)cc2)cc1	95	107	92	101	99	95	108	93	103
NC(c1ccccc1)S(=O)(=O)O (stereo not given)	114	96	100	123	88	92	109	109	122
O=C(NCCc1ccccc1)c1ccccc1O	102	110	99	93	100	82	103	100	104
O=C(CCCl)c1ccc(Cl)cc1	111	100	94	105	107	92	101	96	106
COC(=O)c1ccc(NC(=O)Nc2ccc(C(=O)OC)cc2)cc1	113	104	113	113	102	82	99	115	121
COc1cc(C(=O)c2cc(C(C)=O)c3c(C)cccn23)cc(OC)c1OC	115	106	97	91	96	90	109	106	107
C=C1C(=O)O[C@H]2[C@H]1CC/C(COC(=O)c1ccc(C(=O)O)s1)=C\CC[C@@]1(C)O[C@@H]21	0.2*	18	22	35	49	18	97	24	19
O=C(NCCNc1nccc(-n2ccc3cccnc32)n1)c1ccccc1	108	104	104	96	98	93	109	97	104
COc1ccc(-c2nn(-c3ccc(S(N)(=O)=O)cc3)c(=O)c3ccccc23)cc1OC	158	93	104	108	89	87	103	134	160
CC1CCC(C(O)(C(=O)O)C2CCCCC2)CC1C (stereo not given)	105	97	99	102	109	93	105	99	104

New compounds follow:
SMILES	OVCAR-3	OVCAR-8	U251	OVCAR-4	OVCAR-5	PC-3	SK-OV-3	SF-268	DU-145
C/C(=N\NC(=S)N1CCCC1)c1ccccn1	24	11	4.0*	3.9*	40	25	26	9.5*	17
CCCCNC(=O)c1[nH]cc(-c2ccc(OC)cc2)c1-c1cc(OC)c2c(c1OC)OCO2	75	85	88	73	92	69	118	81	103
CN1C(=O)N(C)C2(c3ccccc3)n3c(s/c(=C\c4ccc(Br)cc4)c3=O)=NNC12c1ccccc1 (stereo not given)	89	65	92	43	90	68	.	75	60
COc1ccc2c(c1)C1(C(=O)N2)C(C#N)=C(c2ccccc2)Nc2c1c(-c1ccccc1)nn2-c1ccccc1 (stereo not given)	-69*	-11*	9.1*	-1.0*	83	7.3*	79	52	50
NC(N)=NCCCC(N)C(=O)NC(CCC(=O)O)C(=O)O (stereo not given)	102	91	.	108	101	105	82	108	113
COc1ccccc1OS(=O)(=O)c1ccc(C)cc1	115	101	98	105	95	101	.	103	108
COC[C@]12CC[C@@H](C)[C@H](C)[C@H]1C1=CC[C@@H]3[C@@]4(C)CCCNC(C)(C)[C@@H]4CC[C@@]3(C)[C@]1(C)CC2	41	62	-35*	38	62	18	85	70	13
CCN(CC)Cc1nc2ccccc2c(=O)n1/N=C/c1ccccc1	111	104	105	107	102	98	98	96	103
CN(Cc1ccccc1)Cc1ccccc1C(O)c1ccccc1 (stereo not given)	121	99	99	91	92	86	98	104	110
COc1ccc2c(c1)C(=O)CC(c1ccccc1OC)O2 (stereo not given)	117	100	98	102	108	104	104	97	103
N#Cc1ccc(C(=O)CSc2nc3c(c(Nc4cccc(S(N)(=O)=O)c4)n2)CCCC3)cc1	.	96	97	102	104	83	100	97	96
C(=C\c1c[nH]c2ccccc12)/c1nccc2ccccc12	80	84	63	.	126	76	101	82	92
Cc1cc2ccccc2nc1-c1ccccc1F	105	102	91	117	106	94	96	101	116
O=C(NO)c1ccc(Cn2c(=O)n(-c3ccccc3)c(=O)c3ccccc32)cc1	24	-6.5*	-3.7*	19	62	-8.0*	26	44	22
CCN(CC)CCN1C(=O)c2c(c3c4cc(Br)ccc4[nH]c3c3ccc4ccccc4c23)C1=O	.	-58*	-86*	37	-95*	-81*	62	-42*	-94*
O=C(Nc1ccccc1)Nc1ccc(Nc2ncnc3sc4c(c23)CCNC4)cc1	104	79	86	101	84	72	57	87	117

Single records, from the list above:
CN(Cc1ccccc1)Cc1ccccc1C(O)c1ccccc1 (stereo not given) is listed with OVCAR-3: 121; OVCAR-8: 99; U251: 99; OVCAR-4: 91; OVCAR-5: 92; PC-3: 86; SK-OV-3: 98; SF-268: 104; DU-145: 110
C/C(=N\NC(=S)N1CCCC1)c1ccccn1 is listed with OVCAR-3: 24; OVCAR-8: 11; U251: 4.0*; OVCAR-4: 3.9*; OVCAR-5: 40; PC-3: 25; SK-OV-3: 26; SF-268: 9.5*; DU-145: 17
N#Cc1ccc(C(=O)CSc2nc3c(c(Nc4cccc(S(N)(=O)=O)c4)n2)CCCC3)cc1 is listed with OVCAR-3: .; OVCAR-8: 96; U251: 97; OVCAR-4: 102; OVCAR-5: 104; PC-3: 83; SK-OV-3: 100; SF-268: 97; DU-145: 96

A run of entries taken from the entries so far, for reference:
SMILES	OVCAR-3	OVCAR-8	U251	OVCAR-4	OVCAR-5	PC-3	SK-OV-3	SF-268	DU-145
CCN(CC)Cc1nc2ccccc2c(=O)n1/N=C/c1ccccc1	111	104	105	107	102	98	98	96	103
CN(Cc1ccccc1)Cc1ccccc1C(O)c1ccccc1 (stereo not given)	121	99	99	91	92	86	98	104	110
COc1ccc2c(c1)C(=O)CC(c1ccccc1OC)O2 (stereo not given)	117	100	98	102	108	104	104	97	103
N#Cc1ccc(C(=O)CSc2nc3c(c(Nc4cccc(S(N)(=O)=O)c4)n2)CCCC3)cc1	.	96	97	102	104	83	100	97	96
C(=C\c1c[nH]c2ccccc12)/c1nccc2ccccc12	80	84	63	.	126	76	101	82	92
Cc1cc2ccccc2nc1-c1ccccc1F	105	102	91	117	106	94	96	101	116
